# High-throughput results (PubChem)
# TDP-43 yeast inh: qHTS of TDP-43 Inhibitors | Potency, µM (series often up to 46.1 µM), without a hit: top-dose growth rescue (activation), hits mostly activators | AID 652104, 2013 | TDP-43 expressing yeast growth rescue, BacTiter-Glo, 24 h | 410,000 tested, 1.8% active; also: potency is read from the fitted curve at half-maximal effect; % of control where 0% means no effect; nearly all actives have a fitted effect of over 50% in size
#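 Galactose-induced TDP-43 yeast, OD600=0.02, compound pinned; 24 hr, 30 deg C; BacTiter-Glo luminescence for growth. Inhibitors of TDP-43 toxicity read as activators.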
# GLP1R cytotox: qHTS of GLP-1 Receptor Inverse Agonists: Cytotox Screen; HEK293 cAMP-luciferase reporter cells, luminescence, 24 h; Potency, µM (doses to about 38.3 µM), without a hit: at the top dose activity change, negative = inhibition, actives largely listed as inhibitors; 410,000 tested, 0.13% active;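 also: loss of luciferase light is scored as toxicity; potency is read from the fitted curve at half-maximal effect; % is scaled to controls: 0 for no effect and ±100 for the full control effect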
#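 MLSMR compounds, 24 hr on cells at 37 deg C/5% CO2; luminescence after luciferase reagent (12 min RT). Inhibition counted as the undesired cytotoxic outcome.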
# PTHR1 agonist: qHTS for PTHR1 Agonists: Primary Screen; Potency, µM (highest dose often 115 µM), inactives show at the top dose activation, actives largely listed as activators; 410,000 tested, 0.075% active; HEK293 GP2 PTHR1 cells, GloSensor cAMP luminescence, 1 h; also: potency is read from the fitted curve at half-maximal effect; nearly all actives have a fitted effect of over 55% in size; some results filed as inactive show a strong effect at the top dose; inactives centre near -15; many of its hits are not listed in these tables
# Target sequence (Q03431 whole entry, looked up): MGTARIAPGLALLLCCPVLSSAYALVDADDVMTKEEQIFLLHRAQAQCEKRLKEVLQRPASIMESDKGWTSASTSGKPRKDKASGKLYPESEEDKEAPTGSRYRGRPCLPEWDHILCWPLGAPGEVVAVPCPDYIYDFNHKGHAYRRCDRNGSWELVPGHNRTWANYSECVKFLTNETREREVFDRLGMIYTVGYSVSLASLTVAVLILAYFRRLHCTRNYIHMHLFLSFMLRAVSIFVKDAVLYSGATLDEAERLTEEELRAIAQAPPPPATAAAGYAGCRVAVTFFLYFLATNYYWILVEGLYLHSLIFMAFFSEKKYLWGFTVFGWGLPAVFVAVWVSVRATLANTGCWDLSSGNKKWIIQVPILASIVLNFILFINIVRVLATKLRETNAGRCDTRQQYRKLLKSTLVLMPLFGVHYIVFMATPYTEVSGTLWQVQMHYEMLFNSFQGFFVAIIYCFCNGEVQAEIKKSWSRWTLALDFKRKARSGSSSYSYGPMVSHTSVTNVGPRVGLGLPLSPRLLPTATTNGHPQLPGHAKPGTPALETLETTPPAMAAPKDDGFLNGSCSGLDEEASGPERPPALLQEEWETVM
#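 HEK-293-derived GP2 cells expressing PTHR1 and a GloSensor cAMP reporter, 3,000/well, plated overnight, given luciferin plus IBMX (each 0.5 mM as added) for 1 h at 37 °C, then compound for 1 h at 37 °C. Luminescence was read after 15 min at room temperature.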
# aSyn rescue: qHTS of alpha-syn Inhibitors. Yeast expressing alpha-synuclein, growth rescue, BacTiter-Glo, 24 h. Potency, µM (series often up to 46.1 µM), inactives show top-dose growth rescue (activation), most hits filed as activators. 370,000 tested, 0.14% active; also: potency is read from the fitted curve at half-maximal effect; % of control where 0% means no effect; nearly all actives have a fitted effect of over 65% in size
#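 Readout is rescue of growth in alpha-synuclein-expressing yeast, so inhibitors of toxicity appear as activators. Growth after 24 hr at 30 deg C in galactose medium is quantified by luminescence.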
# GLP-1R inv ag: qHTS of GLP-1 Receptor Inverse Agonists (Inhibition Mode); Glucagon-like peptide 1 receptor (Homo sapiens), P43220; 410,000 tested, 1.6% active; AID 624417, 2012; Potency, µM (doses to about 38.3 µM), for inactives: at the highest dose activity change, negative = inhibition, most hits filed as inhibitors; HEK293 GLP-1R CRE-luciferase, luminescence, 24 h; GLP-1R form is constitutively active; also: potency is read from the fitted curve at half-maximal effect; % is scaled to controls: 0 for no effect and ±100 for the full control effect; nearly all actives have a fitted effect of over 55% in size
# Target sequence (P43220 whole entry, looked up): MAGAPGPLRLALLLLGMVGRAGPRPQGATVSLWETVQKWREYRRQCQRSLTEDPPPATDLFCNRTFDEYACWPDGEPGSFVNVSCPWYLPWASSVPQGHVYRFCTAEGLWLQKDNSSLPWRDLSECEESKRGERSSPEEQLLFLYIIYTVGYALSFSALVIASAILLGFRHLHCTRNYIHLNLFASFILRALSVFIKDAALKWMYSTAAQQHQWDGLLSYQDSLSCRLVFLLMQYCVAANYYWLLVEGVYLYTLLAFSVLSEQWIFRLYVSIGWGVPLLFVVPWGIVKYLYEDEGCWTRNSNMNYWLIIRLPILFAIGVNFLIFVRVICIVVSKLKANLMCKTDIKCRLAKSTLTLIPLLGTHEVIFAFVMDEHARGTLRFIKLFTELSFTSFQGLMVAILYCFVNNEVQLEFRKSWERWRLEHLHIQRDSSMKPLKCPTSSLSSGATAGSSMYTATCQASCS
#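 Cells are plated, allowed 12 hours at 37 deg C, then treated with compounds for 24 hr before luciferase detection reagent is added and luminescence is read after 12 min at room temperature. The HEK293 line carries constitutively active GLP-1R with a cAMP-responsive reporter.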
# Abeta rescue: qHTS for compounds that reverse cellular toxicity of Amyloid beta (A-beta) peptide in yeast: Primary Screen. yeast expressing A-beta42, growth rescue, OD600, 48 h; response scale: 0% DMSO, 100% iron-clioquinol control. Potency, µM (titrated, usually from 46.1 µM), for the others: at the highest dose growth rescue, hits mostly activators. 410,000 tested, 0.063% active. AID 1347071, 2019; also: potency is read from the fitted curve at half-maximal effect; nearly all actives have a fitted effect of over 55% in size
#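 Yeast A-beta toxicity model in growth medium with pinned compounds, 48 h at 30 C; growth read as absorbance at 600 nm. Normalized to FeCl3/clioquinol equimolar mix (positive) and DMSO (negative).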
# pAkt inh: HTS Assay for Inhibitors of Akt Phophorylation: Primary Screen. Neuro2A IGF-stimulated pAkt S473 HTRF, 20 min; hits give low values. activity change, % for hits at 50 µM. 360,000 tested, 0.32% active; in the data active = activity change below about -80%; inconclusive = mostly about -51% to -80%; also: % is scaled to controls: 0 for no effect and ±100 for the full control effect
#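 Neuro2A cells (4,500/well, DMEM with 0.5% FBS) were treated with compound at a single 50 µM final concentration, stimulated with 6 nM IGF for 20 min at 37 °C, and lysed. Phospho-Akt Ser473 was read by HTRF as 665/615 ratio ×10^4.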
# Mm-Cpn inhibitor: Inhibitors of TCP-1 ring complex (TRiC) of Methanococcus maripaludis (MmCpn): qHTS | 330,000 tested, 0.031% active | Chaperonin Mm-Cpn (Methanococcus maripaludis) | Potency, µM (top dose mostly 76.9 µM), inactives show at the top dose activity, negative = inhibition, hits mostly inhibitors | purified Mm-Cpn ATPase, ADP Transcreener TR-FRET; also: potency is read from the fitted curve at half-maximal effect; % is scaled to controls: 0 for no effect and ±100 for the full control effect; nearly all actives have a fitted effect of over 80% in size
#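 Compound-treated chaperonin, 25 nM final, turns over 10 uM ATP at 37°C for 30 min following a 10 min preincubation; ADP generated competes with ADP-d2 for Eu-cryptate antibody, lowering FRET.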
# FUS yeast rescue: qHTS for Suppressors of FUS Proteinopathy: Primary screen using FUS-linked yeast assay; AID 1347120, 2019; Potency, µM (titrated, usually from 76.6 µM), for inactives: top-dose growth rescue (activation), usual class: activators; 390,000 tested, 0.24% active; S. cerevisiae FUS-expressing, growth rescue, OD600, 24 h;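 also: potency is read from the fitted curve at half-maximal effect; plate controls were DMSO vehicle for no effect and reference control for full effect; nearly all actives have a fitted effect of over 55% in size; some results filed as inactive show a strong effect at the top dose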
#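 Compound concentration series was pinned onto galactose-induced FUS-expressing yeast seeded at OD 0.005. Plates sat 24hr at 30C; absorbance at 600 nm gave growth. DMSO served as background control.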
# The depositor's hits bear a star; i = inactive; ? = inconclusive; . = no result given; [ ] = dose if it differs, or a comment. Unless noted, calls follow the shape of the dose curve; as a rule, active = well fitted curve in the direction sought with a large enough effect; inconclusive = small, poorly fitted or top-dose-only effect, or another doubt; inactive = no such curve, though single readings can be large; an effect the other way counts as inactive or inconclusive. The list is partial. The share of hits here may be higher or lower than overall.
# Sample of the layout:
SMILES,TDP-43 yeast inh,GLP1R cytotox,PTHR1 agonist,aSyn rescue,GLP-1R inv ag,Abeta rescue,pAkt inh,Mm-Cpn inhibitor,FUS yeast rescue
CCn1cc(C(=O)O)c(=O)c2cnc(N3CCN(C(=S)NC(=O)c4ccccc4)CC3)nc21,-21%,-13%,i,-3%,-3%,-16%,i,1%,36%
Cc1cn2c(-c3ccc(Cl)cc3)nnc2s1,?,-16%,-28%,?,4%,-27%,i,-2%,-8%
CCOc1c(C(N)=O)cc([N+](=O)[O-])cc1[N+](=O)[O-],8%,-4%,-1%,-1%,3%,-5%,i,3%,-3%
Cc1cc(C(=O)Nc2ccc(Br)cc2)c2ccccc2n1,23%,6%,-45%[inhibitor],1%,-14%,8%,i,-1%,-17%
O=C1C=C(c2cccc(Cl)c2)C[C@@H](c2ccc3c(c2)OCO3)C1,?,-21%,-2%,13%,-14%,5%,i,-2%,9%
C[C@@H]1CN([C@@H](C)CO)C(=O)CCCn2nncc2CO[C@H]1CN(C)C(=O)c1ccncc1,14%,3%,-27%,1%,-8%,9%,i,.,-6%
C=CCn1c(SCC#N)nc2ccccc2c1=O,1%,-12%,-7%[57.5 µM],-10%,21%,-3%,i,-1%,17%
Cc1ccc(NC(=O)CN(C)C(=O)c2cccc(Br)c2)cc1,-7%,0%,-1%,9%,-22%,8%,i,0%,6%
CCCCC(C(=O)OCC)C(N)Cc1ccc(F)cc1 (stereo unspecified),9%,5%,i,8%,?,-3%,i,1%,-19%

# All compounds of this part, previewed entries included:
SMILES,TDP-43 yeast inh,GLP1R cytotox,PTHR1 agonist,aSyn rescue,GLP-1R inv ag,Abeta rescue,pAkt inh,Mm-Cpn inhibitor,FUS yeast rescue
CCn1cc(C(=O)O)c(=O)c2cnc(N3CCN(C(=S)NC(=O)c4ccccc4)CC3)nc21,-21%,-13%,i,-3%,-3%,-16%,i,1%,36%
Cc1cn2c(-c3ccc(Cl)cc3)nnc2s1,?,-16%,-28%,?,4%,-27%,i,-2%,-8%
CCOc1c(C(N)=O)cc([N+](=O)[O-])cc1[N+](=O)[O-],8%,-4%,-1%,-1%,3%,-5%,i,3%,-3%
Cc1cc(C(=O)Nc2ccc(Br)cc2)c2ccccc2n1,23%,6%,-45%[inhibitor],1%,-14%,8%,i,-1%,-17%
O=C1C=C(c2cccc(Cl)c2)C[C@@H](c2ccc3c(c2)OCO3)C1,?,-21%,-2%,13%,-14%,5%,i,-2%,9%
C[C@@H]1CN([C@@H](C)CO)C(=O)CCCn2nncc2CO[C@H]1CN(C)C(=O)c1ccncc1,14%,3%,-27%,1%,-8%,9%,i,.,-6%
C=CCn1c(SCC#N)nc2ccccc2c1=O,1%,-12%,-7%[57.5 µM],-10%,21%,-3%,i,-1%,17%
Cc1ccc(NC(=O)CN(C)C(=O)c2cccc(Br)c2)cc1,-7%,0%,-1%,9%,-22%,8%,i,0%,6%
CCCCC(C(=O)OCC)C(N)Cc1ccc(F)cc1 (stereo unspecified),9%,5%,i,8%,?,-3%,i,1%,-19%
CCc1ccccc1SCc1noc(C(=O)NCC2CCCO2)c1C(=O)O (stereo unspecified),?,11%,-25%,-14%,-1%,-16%,i,0%,-16%
Cc1ccc(-n2ccc(=O)c(C(=O)Nc3ccc(S(=O)(=O)Nc4nccc(C)n4)cc3)n2)cc1,22%,0%,-15%,3%,31%[activator],6%,i,3%,12%
CC1(C)Cc2c(c(N3CCOCC3)nc3snc(NC(=O)c4ccccc4)c23)CO1,-5%,-16%,-7%[57.5 µM],0%,1%,18%,i,1%,28%
COC(=O)C1=C(Nc2ccc(C)cc2)C=C(C)C(C(=O)OC)C1c1ccc(F)cc1 (stereo unspecified),8%,1%,-22%,.,-77%,0%,.,-1%,17%
O=C(O)c1cccn1Cc1ccccc1F,-14%,-7%,i,-16%,1%,29%,i,0%,2%
CCc1ccccc1S(=O)(=O)Cc1ccc(C(=O)NCCc2ccc(C)cc2)o1,?,-18%,-21%,.,?,-2%,.,.,36%
Clc1ccc2nc(CSc3ncn[nH]3)cn2c1,17%,-11%,i,8%,1%,-4%,i,1%,-11%
Brc1ccccc1/C=N/N1CCCCC1,?,-5%,i,2%,-3%,-14%,i,1%,29%
CCc1ccc(NC(=O)Cn2c(=O)n(-c3ccccc3C)c(=O)c3c2c2cc(OC)ccc2n3C)cc1,6%,0%,i,.,?,-6%,.,.,24%
CCC1CCCCN1CCCNC(=O)Cn1nc(C)n2nc(-c3ccccc3)cc2c1=O (stereo unspecified),-4%,-7%,-24%,-4%,?,-13%,i,?,8%
O=C(Oc1cccc2cccnc12)c1cccs1,?,-6%,i,-71%[inhibitor],?,-93%[inhibitor],.,-1%,-8%
O=C1[C@@H]2Cc3c([nH]c4ccccc34)C(c3ccccc3)N2C(=O)CN1C1CC1 (stereo partly specified),3%,185%[activator],6%,0%,-3%,5%,i,0%,29%
COc1ccc(-c2oc3ncn4nc(-c5ccccc5C)nc4c3c2-c2ccc(OC)cc2)cc1,6%,0%,2%,.,10%,-7%,.,.,-1%
CC(C)C(NC(=O)OCc1ccccc1)C(=O)OCC(=O)N1C(C)CCCC1C (stereo unspecified),-35%[inhibitor],4%,-88%[inhibitor][57.5 µM],-7%,-24%,-72%[inhibitor],.,1%,9%
CCCNC(=O)N1CCC(C(=O)c2cccc(F)c2)CC1,8%,2%,-4%,-6%,1%,15%,i,1%,-14%
Cc1cccc(C)c1NC(=O)Cn1c(=O)c(N2CCCCC2)c(N)n(C)c1=O,-15%,-3%,i,0%,7%,-6%,i,0%,7%
CN(C(=O)COC(=O)C12CC3CC(CC(Cl)(C3)C1)C2)C1(C#N)CCCCC1,-17%,-36%,-43%[inhibitor],0%,13µM*,14%,i,-3%,16%
O=S(=O)(c1ccc(Br)cc1)n1ccc2ccccc21,18%,-4%,-35%[inhibitor],0%,?,23%,i,1%,22%
CC(C)(C)c1[nH]nc2c1C(Cc1ccccc1)C(C#N)=C(N)O2 (stereo unspecified),-1%,1%,-8%,1%,0%,7%,i,-4%,8%
O=C(COC(=O)c1ccccc1)Nc1ccccc1Br,1%,-2%,i,0%,4%,-1%,i,-2%,-17%
O=c1cc(CSc2nnc(COc3ccccc3)o2)c2ccccc2[nH]1,-16%,-3%,-14%,13%,0%,-3%,i,-1%,24%
COc1ccc(C/C(C)=N\NC(=O)c2cn(C)c3ccccc23)cc1OC,13%,-11%,-2%,2%,-14%,19%,i,-2%,7%
CCCOc1ccc(-c2c(C(=O)N/N=C/c3cccs3)nnn2-c2nonc2N)cc1,7%,6%,-46%[inhibitor],7%,?,6%,i,0%,26%
CCCCn1c(N)c(-c2nc3ccccc3o2)c2c([N+](=O)[O-])nn(CC)c(=O)c21,14%,0%,i,3%,11%,10%,i,2%,-15%
CC(=O)Nc1ccc2c(c1)OCCO2,18%,-3%,i,3%,2%,17%,i,-1%,-12%
S=C(Nc1ccccc1)Nc1ccccc1Br,0%,-8%,i,28%,0%,?,i,-4%,29%
CC(C)(C)CN1C(=O)C(=O)NC[C@H]1Cc1ccc(O)cc1,-5%,-9%,i,-3%,19%,-13%,i,3%,-23%
O=C(NCCOc1ccc2ccccc2c1)c1cncc(Br)c1,5%,11%,i,-13%,?,4%,i,-2%,-7%
C[C@@]12CCC=C[C@H]1[C@H](c1ccc(C(F)(F)F)cc1)N(Cc1ccccc1)C2=O,-17%,-60%,-69%[inhibitor],-4%,?,-9%,i,1%,?
CC[C@H](C)Cc1cn([C@@H](CCCCN)C(=O)NCCCCCCCCCCC(=O)N2CCNCC2)nn1,15%,-12%,-14%,2%,-2%,9%,i,2%,6%
Cc1ccn(CCC(=O)N2c3ccccc3CC2C)n1 (stereo unspecified),13%,7%,i,-3%,-12%,.,i,4%,2%
CCOC(=O)c1noc2ncnc(Nc3ccc(C)c(F)c3)c12,3%,1%,-22%,.,4%,-14%,.,.,8%
COc1ccc(N2CCN(CC(=O)NCc3ccccc3)CC2)cc1,25%,0%,-50%[inhibitor],2%,-8%,8%,i,-2%,-1%
Cc1noc(C)c1S(=O)(=O)Nc1ccc(C(=O)NCc2ccccc2)cc1,21%,15%,-11%,13%,11%,13%,i,1%,2%
